Bioassay records deposited in PubChem BioAssay by The Scripps Research Institute Molecular Screening Center.
TAAR1 ag = human TAAR1 agonists, primary screen, Fluo-8 calcium fluorescence, CHO RD-HGA16 cells; vehicle wells 0%, saturating PEA agonist 100%; 360,000 tested, 0.99% active; AID 624467, 2012; activation, % at 3 µM;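 active = activation above the mean activation of all test compounds in the run plus 3 SD, cut at about 38% in these data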
Target sequence (Q96RJ0 whole entry, looked up): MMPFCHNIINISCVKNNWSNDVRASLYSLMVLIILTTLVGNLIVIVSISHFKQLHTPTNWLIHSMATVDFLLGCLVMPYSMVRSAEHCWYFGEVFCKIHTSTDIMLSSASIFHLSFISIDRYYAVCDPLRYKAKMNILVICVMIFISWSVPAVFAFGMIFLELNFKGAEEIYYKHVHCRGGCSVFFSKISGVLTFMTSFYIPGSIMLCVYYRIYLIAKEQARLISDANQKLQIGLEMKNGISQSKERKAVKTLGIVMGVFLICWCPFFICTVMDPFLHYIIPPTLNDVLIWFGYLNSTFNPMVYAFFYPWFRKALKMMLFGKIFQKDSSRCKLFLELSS
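System: CHO-derived RD-HGA16 cells with stable Gα16 and human TAAR1 / Times: 17-24 h plating, Fluo-8 75 min 37 °C, 30 min RT / Technique: calcium-sensitive Fluo-8 signal, excitation 470-495, emission 515-575 nm / Measure: % activation relative to PEA EC100 response / Benchmarks: DMSO and PEA EC100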
OXTR potentiator = human OXTR potentiators, primary screen, fluorescence, CHO-OTR cells, Fluo-8 calcium; Oxytocin receptor (Homo sapiens), P30559; Fluo-8 calcium fluorescence, potentiator mode; 0% = oxytocin EC15, 100% = EC100; activation, % at 3 µM; 320,000 tested, 0.061% active; AID 2445, 2010;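 active = activation above that plate's cutoff, the mean activation of tested compounds plus 3 SD, cut at about 6.6% in these data, passing the limit was not always enough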;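 note: 100% uses oxytocin at 75 nM as the full agonist control; some results filed as inactive read as strong as hits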
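Assay system: CHO cell line stably expressing human OTR. Reagent: EC15 oxytocin agonist. Dosing: single dose, 3.0 µM nominal final compound concentration. Timing: compound 6 min at room temperature before oxytocin, 100 s read. Signal: kinetic Fluo-8 calcium fluorescence. Controls: oxytocin EC15 low and EC100 high.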
M1 antag = human M1 muscarinic receptor antagonists, primary screen, CHO-K1 cells, Fluo-8 calcium fluorescence, 1536-well | CHO-K1 hM1, ACh EC80 antagonist | inhibition, % at 3 µM | AID 588852, 2011 | 360,000 tested, 1.3% active;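 active = percent inhibition above its own plate's cutoff, namely the mean of that plate's compound wells plus 3 SD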;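 note: peak over basal fluorescence ratio during 140 s after agonist addition; 0% = ACh EC80 plus DMSO and 100% = DMSO alone without agonist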
Target sequence (P11229 whole entry, looked up): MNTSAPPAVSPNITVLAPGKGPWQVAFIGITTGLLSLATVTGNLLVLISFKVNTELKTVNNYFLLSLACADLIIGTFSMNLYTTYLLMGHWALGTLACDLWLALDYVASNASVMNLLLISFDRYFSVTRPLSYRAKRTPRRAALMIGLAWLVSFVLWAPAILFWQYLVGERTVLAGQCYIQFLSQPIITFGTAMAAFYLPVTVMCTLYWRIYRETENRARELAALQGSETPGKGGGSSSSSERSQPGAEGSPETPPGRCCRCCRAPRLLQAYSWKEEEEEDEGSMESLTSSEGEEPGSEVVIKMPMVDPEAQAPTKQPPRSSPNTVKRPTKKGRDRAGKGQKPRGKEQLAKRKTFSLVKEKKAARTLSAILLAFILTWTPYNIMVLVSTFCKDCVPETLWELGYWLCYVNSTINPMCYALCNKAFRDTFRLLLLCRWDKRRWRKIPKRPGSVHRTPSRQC
M1 ag = human M1 muscarinic receptor agonists, primary screen, Fluo-8 calcium fluorescence, CHO-K1 cells, HTS; Muscarinic acetylcholine receptor M1 (Homo sapiens), P11229; CHO-K1 hM1, agonist mode; 0% DMSO, 100% acetylcholine EC100; activation, % at 3 µM; 360,000 tested, 0.33% active;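 active = activation above the run's mean compound activation plus 3 SD, cut at about 16% in these data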;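 note: peak over basal fluorescence ratio within a 140 s kinetic read after compound addition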
M1 ag parental = counter-screen for M1 agonists: effect in parental CHO-K1 cells; Fluo-8 calcium fluorescence; scaled to maximal ATP response, vehicle zero; activation, % at 3 µM; 360,000 tested, 0.48% active; in the data active = activation above about 15%;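 note: untransfected CHO-K1 host cells lacking M1 receptor as counterscreen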
CHO parental Ca = ATP-evoked calcium signal inhibitors, parental CHO, primary screen, counter-screen for OX1R antagonist project, cell-based, fluorescence, Fluo-8 calcium dye. inhibition, % at 5.6 µM. parental CHO-K1, ATP-induced calcium, Fluo-8 fluorescence. 330,000 tested, 0.63% active;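 active = inhibition above that plate's mean sample inhibition plus 3 SD, cut at about 26% in these data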;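 note: 0% = ATP-challenged DMSO wells and 100% = DMSO wells without ATP; some compounds past the cut are filed as inactive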
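test system = CHO parental line | reagent = ATP stimulus | measured by = intracellular calcium via Fluo-8 no-wash fluorescent dye | control set = ATP and no-ATP DMSO wells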
CHO-K1 Ca antag = counter-screen for M1 antagonists: effect in parental CHO-K1 cells; ATP-induced calcium, Fluo-8 fluorescence; inhibition, % at 3 µM; 360,000 tested, 0.6% active; AID 602250;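 active = inhibition above a per-plate cutoff, the plate's mean sample inhibition plus 3 SD, cut at about 24% in these data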;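 note: 0% = DMSO plus EC80 ATP and 100% = DMSO alone without ATP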
M1 PAM parental = nonselective calcium activators in parental CHO-K1 cells, primary screen, counter-screen for M1 PAM project, cell-based, Fluo-8 calcium fluorescence, full deck, 1536-well; ATP EC20; 0% at ATP EC20, 100% at ATP max; activation, % at 3 µM; 360,000 tested, 0.02% active;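 active = activation above the run cutoff, the mean activation of all test compounds plus 3 SD, cut at about 40% in these data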;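 note: peak over basal fluorescence ratio in a 140 s read after ATP addition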
TAAR1 antagonist = human TAAR1 antagonists, primary screen, Fluo-8 calcium fluorescence, CHO RD-HGA16 cells; Trace amine-associated receptor 1 (Homo sapiens), Q96RJ0; antagonist; inhibition, % at 3 µM; 360,000 tested, 1.5% active; AID 624466, 2012;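 active = inhibition above a per-plate cutoff, the mean inhibition of test compounds on that plate plus 3 SD, cut at about 49% in these data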;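 note: 0% = DMSO plus EC80 beta-PEA response and 100% = DMSO alone without agonist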
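Test system – hTAAR1-expressing CHO RD-HGA16 cells, Gα16-coupled · Reagent – β-PEA at EC80 concentration, post-compound challenge · Compound dosing – 3 µM, single point · Timing – 140 s kinetic read after compound, 140 s after agonist · Detection – Fluo-8 intracellular calcium dye fluorescence, real-time kinetic reads · Control set – DMSO and EC80 PEA controls · Repeats – n of 1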
* marks the source's active call; other numbers are inactive results; nt = not tested or not shown.

SMILES	TAAR1 ag	OXTR potentiator	M1 antag	M1 ag	M1 ag parental	CHO parental Ca	CHO-K1 Ca antag	M1 PAM parental	TAAR1 antagonist
Cc1ccc(-c2nc3ccc(C)cn3c2Cc2ccccn2)cc1	9	nt	nt	nt	1.9	nt	3	3	-22
Cc1ccc2c(c1)C1(OCCO1)C(=O)N2	10	-4	-5	-4	0.2	0	-2	11	8
Cc1cccc(NC(=O)C[n+]2ccccc2)c1	7	3	4	-6	5.2	-5	-3	-2	-3
Cc1nnsc1C(=O)N(Cc1ccccc1)C(C)C	2	-7	-12	-3	0.1	-8	-11	4	-8
COc1ccc(OCCN(C)Cc2ccccc2)cc1	2	-7	11	-6	-0.1	-16	12	-7	-9
COc1ccc(N2C(=NC(=O)C3CCCCC3)SC3CS(=O)(=O)CC32)cc1Cl (configuration not stated)	0	-10	-10	0	1.2	-7	-13	18	2
CC(=O)Nc1ccc(-c2nc3ccc(NC(C)=O)cc3o2)cc1	7	2	-12	-2	2.0	-2	7	-4	-11
CC(C)(C)C(=O)Cn1nc(Cl)nc1Cl	3	-13	-10	-4	1.5	2	-19	6	-14
Cc1ccc(NC(=O)CS(=O)CC(=O)NC2CCN(Cc3ccccc3)CC2)c(C)c1 (configuration not stated)	6	-2	1	-4	0.2	-1	-1	13	-1
CC(=O)c1cc2c(cc1F)C(C)(C)CCC2(C)C	2	nt	-5	-3	-0.2	nt	-3	-14	-20
NC(=O)C1CCN(C2CC(=O)NC2=O)CC1 (configuration not stated)	2	-9	26	-4	3.4	-11	-7	1	-14
O=C(c1cc2nc(C3CC3)cc(C(F)(F)F)n2n1)N1CCCC1	5	-2	2	-5	0.3	-16	-7	17	2
CC(OC(=O)c1ccccc1Oc1ccccc1)C(=O)NC1CC1 (configuration not stated)	10	0	8	-3	1.9	-9	1	-9	-14
CC/C(=N\NC(=O)c1ccc2c(c1)OCO2)C12CC3CC(CC(C3)C1)C2	5	-11	-24	-3	0.1	-1	-17	22	9
COc1ccc(CN2C(=O)CSCC2=O)cc1OC	5	-2	-7	-2	0.6	5	-8	4	-5
O=C(Nc1ccc(F)cc1)c1ccc2nsnc2c1	-2	-5	5	-2	1.4	0	-7	5	-26
CC(C)NC(=O)NC(=O)CN1c2cccc3cccc(c23)S1(=O)=O	11	3	-13	-7	1.9	-16	-10	4	1
Cc1c(C)c2ccc(OC(C)C(=O)NC3CCN(Cc4ccccc4)CC3)cc2oc1=O (configuration not stated)	2	-2	7	-6	0.0	-17	-19	5	-23
CC(C)(C)N=C1NC(=NC(C)(C)C)c2ccccc21	8	-8	22	-10	3.3	-17	-21	-6	10
COc1ccc(C(=O)CN2CC(C)SC2=Nc2ccc(Cl)cc2)cc1 (configuration not stated)	3	3	-1	-7	0.7	-18	-7	27	-14
O=C(NCc1ccc2c(c1)OCO2)C1CCN(S(=O)(=O)N2CCCCC2)CC1	0	-2	9	-4	1.4	-6	2	2	-13
O=C(CC(=O)N/N=C/c1ccccc1O)NCc1cccnc1	19	-3	7	-4	0.1	8	2	14	-6
CCOC(=O)[C@H]1[C@H]2COc3ccc(Cl)cc3[C@@H]2N2C(=O)c3cc(OC)ccc3NC(=O)[C@@]12C	15	-5	1	-5	-1.0	-7	-1	-4	-2
O=C(/C=C\Nc1ccc(Br)cc1)c1cccnc1	16	-1	-1	-6	1.4	-5	-9	19	1
O=C(/C=C/c1ccccc1)OCCCN=C1NS(=O)(=O)c2ccccc21	5	-7	-4	-6	5.9	-11	-4	15	4
O=C(O)c1cccc2c1C(=O)N(C1CCCC1)C2	0	-4	-7	-1	0.1	-10	-5	15	1
Cc1cc(CNC(=O)CCc2nnc(CCCCc3ccccc3)o2)nn1C	2	-5	2	-4	0.7	-14	5	7	0
C/C(=N\NC(=O)c1c(Cl)c(C)nn1C)c1cccc(NC(=O)COc2ccc(Cl)cc2)c1	8	-3	2	0	4.8	-5	-1	18	25
COc1ccc2c(CN3CCN(c4ccc(Cl)c(Cl)c4)CC3)cc(=O)oc2c1	0	nt	-8	0	0.1	nt	-1	9	-6
COc1cc(OC)cc(C(=O)O/N=C(\N)c2ccncc2)c1	-1	4	-4	-4	-0.1	-7	-10	18	-2
CC(C)OC(=O)CSc1nnc(-c2ccc(Cl)cc2Cl)o1	4	-9	1	-4	0.4	-14	5	0	-7
Cc1cc2cc(C#N)c(N3CCOCC3)nc2cc1Cl	5	-8	-8	0	5.8	-2	-12	11	10
O=C1OC(c2cc(Br)c(O)c(Br)c2)c2ccccc21 (configuration not stated)	2	nt	-1	-2	0.9	nt	-14	21	-32
Cc1cc(C)n(CC(C)NCc2cn[nH]c2-c2ccc(C)c(C)c2)n1 (configuration not stated)	9	3	2	-1	0.8	-12	0	-1	-11
CCn1nnnc1NCc1c(OC)ccc2ccccc12	1	-4	-10	-4	0.4	-2	-10	1	-19
OC(COc1ccc(Cl)c2ccccc12)CN1CCN(c2ccccn2)CC1 (configuration not stated)	14	-7	-21	-3	0.8	-17	-8	18	28
CCCNC(=O)CS(=O)(=O)Cc1nc(-c2cccc(OC)c2)oc1C	0	1	-13	1	1.0	-7	7	-3	-11
O=C(Nc1ccccc1)Nc1cccc2nsnc12	-3	-7	-7	-4	5.9	-15	-10	9	1
Cc1cc(=O)n(-c2ccc(O)cc2)[nH]1	5	-9	-14	0	0.9	2	-6	11	14
COCCN(C(=O)c1ccco1)c1nc(-c2ccc(OC)cc2)cs1	1	nt	-6	-4	1.3	nt	-9	12	8
O=C(Cc1ncc(C(F)(F)F)cc1Cl)NC1CC1	2	-16	1	-1	0.4	-7	-13	-13	-5
Cc1cc(N2CCN(C(=O)Oc3ccc([N+](=O)[O-])cc3)CC2)c2ccccc2n1	1	nt	nt	nt	7.1	nt	-3	-4	1
Cn1nccc1-c1ccc(C(=O)Nc2cccc(NS(C)(=O)=O)c2)c2occc12	17	nt	15	2	10	nt	10	-2	35
O=C1N=NC2=C1c1c3ccccc3c(O)n1CC2	1	0	-17	-3	0.4	8	-20	12	-12
COc1ccccc1OCCC(=O)OCC(=O)c1c(N)n(C)c(=O)n(C)c1=O	2	-5	-10	-1	2.2	-16	-10	7	-10
CC1=C(C(=O)Nc2ccccc2)C(c2cccnc2)n2ncnc2N1 (configuration not stated)	7	-8	0	0	0.4	-4	-6	14	0
CCOC(=O)C1CCCN(C/C(O)=C(\C#N)c2nc(-c3ccccc3)cs2)C1 (configuration not stated)	35	-5	22	56*	2.3	-6	-23	25	27
CCCNC(=O)C(Cc1ccc(Br)cc1)NC(=O)c1ccc(C#N)cc1 (configuration not stated)	3	-5	4	2	-0.6	-10	-3	-14	-2
O=c1[nH]cc([N+](=O)[O-])cc1Br	1	5	-6	-2	1.3	-4	-5	20	3
O=C(NCCc1ccccc1)c1cccc2c(-c3ccc(F)c(F)c3)coc12	2	nt	-20	-3	0.4	nt	-1	4	-7

New compounds follow
SMILES	TAAR1 ag	OXTR potentiator	M1 antag	M1 ag	M1 ag parental	CHO parental Ca	CHO-K1 Ca antag	M1 PAM parental	TAAR1 antagonist
COc1ccccc1NS(=O)(=O)c1ccc(N/N=C/c2ccccc2OCC(=O)O)c([N+](=O)[O-])c1	2	-2	-8	-3	0.0	-8	-4	-6	-18
COc1c([N+](=O)[O-])cc(C(=O)NNC(=O)c2ccc(C)cc2)cc1[N+](=O)[O-]	-1	-2	-10	-3	-0.2	-18	2	0	-1
COc1cccc(C(=O)NCCS(=O)(=O)N(C)Cc2ccccc2)c1	2	-1	-5	-4	1.9	-21	-6	7	1
O=C(Nc1ccccc1F)c1ccc(Cn2cc(Br)cn2)cc1	15	-21	-4	6	6.4	6	-18	21	20
COCCNC(=O)C1CCCN(Cc2ccccc2F)CC1 (configuration not stated)	nt	nt	-12	-6	1.0	nt	-8	14	nt
Cc1ccc(C(C)C)c(OCC(=O)NS(=O)(=O)c2ccc(Cl)cc2)c1	-1	-8	-1	-4	-0.3	-13	-7	-4	-14
O=C(CCc1ccccc1)Nc1cc2c3c(c1)CC(=O)N3CCC2	10	-6	-6	-1	1.2	-5	-2	14	-12
CCN(CC)CCNC(=O)c1cn(CC)c2ccc(S(=O)(=O)N3CCOCC3)cc2c1=O	1	8	-1	-5	0.7	-22	-4	10	-20
Cc1[nH]c2ccccc2c1/C=C(/C#N)C(=O)NC(C)C	3	2	7	3	0.3	2	7	-9	6
COc1ccc(CC(=O)OCC(=O)NC2CCCCC2)cc1	2	-2	4	3	0.1	-9	11	-17	-16
Cc1nc2ccc(NC(=S)NC(C)C)cc2nc1C	9	-3	-4	-7	0.5	9	-3	8	-9
O=C(N/C(=C\c1ccco1)C(=O)N1CCCCC1)c1ccc([N+](=O)[O-])cc1	5	-8	-15	-3	0.1	-6	-15	2	0
CC(C)c1ccc(NS(=O)(=O)c2ccc3c(c2)NC(=O)CO3)cc1	13	-12	5	1	6.4	-11	-15	27	1
Cc1cccc(NC(=O)CCCN2C(=O)c3cccc4cccc(c34)C2=O)c1	3	-4	-9	-1	-0.4	-7	-1	17	-11
COCCn1c(SCC(=O)Nc2cccc(OC)c2)nnc1-c1ccc(Cl)cc1	3	-2	6	-3	2.6	0	7	-2	-30

Entries of single compounds, looked up by structure. Screens in order: TAAR1 ag | OXTR potentiator | M1 antag | M1 ag | M1 ag parental | CHO parental Ca | CHO-K1 Ca antag | M1 PAM parental | TAAR1 antagonist
`CC(C)c1ccc(NS(=O)(=O)c2ccc3c(c2)NC(=O)CO3)cc1` reads 13 | -12 | 5 | 1 | 6.4 | -11 | -15 | 27 | 1
`Cc1nc2ccc(NC(=S)NC(C)C)cc2nc1C` reads 9 | -3 | -4 | -7 | 0.5 | 9 | -3 | 8 | -9
`Cc1cccc(NC(=O)CCCN2C(=O)c3cccc4cccc(c34)C2=O)c1` reads 3 | -4 | -9 | -1 | -0.4 | -7 | -1 | 17 | -11
`COCCn1c(SCC(=O)Nc2cccc(OC)c2)nnc1-c1ccc(Cl)cc1` reads 3 | -2 | 6 | -3 | 2.6 | 0 | 7 | -2 | -30
`O=C(N/C(=C\c1ccco1)C(=O)N1CCCCC1)c1ccc([N+](=O)[O-])cc1` reads 5 | -8 | -15 | -3 | 0.1 | -6 | -15 | 2 | 0
